# Screening data: PubChem BioAssay, Johns Hopkins Ion Channel Center
# CHT allo act = allosteric activators of human choline transporter CHT; B-score at 10 µM; actives 0.49% (n = 310,000); AID 488977; CHT-expressing cells, membrane potential dye, choline EC20; active compounds read high; LV-AA mutant CHT in HEK293 cells;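 active = initial fluorescence not abnormally high and integrated response B-score, plate-corrected, over 3 SD above library mean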
# Target sequence (Q9GZV3 whole entry, looked up): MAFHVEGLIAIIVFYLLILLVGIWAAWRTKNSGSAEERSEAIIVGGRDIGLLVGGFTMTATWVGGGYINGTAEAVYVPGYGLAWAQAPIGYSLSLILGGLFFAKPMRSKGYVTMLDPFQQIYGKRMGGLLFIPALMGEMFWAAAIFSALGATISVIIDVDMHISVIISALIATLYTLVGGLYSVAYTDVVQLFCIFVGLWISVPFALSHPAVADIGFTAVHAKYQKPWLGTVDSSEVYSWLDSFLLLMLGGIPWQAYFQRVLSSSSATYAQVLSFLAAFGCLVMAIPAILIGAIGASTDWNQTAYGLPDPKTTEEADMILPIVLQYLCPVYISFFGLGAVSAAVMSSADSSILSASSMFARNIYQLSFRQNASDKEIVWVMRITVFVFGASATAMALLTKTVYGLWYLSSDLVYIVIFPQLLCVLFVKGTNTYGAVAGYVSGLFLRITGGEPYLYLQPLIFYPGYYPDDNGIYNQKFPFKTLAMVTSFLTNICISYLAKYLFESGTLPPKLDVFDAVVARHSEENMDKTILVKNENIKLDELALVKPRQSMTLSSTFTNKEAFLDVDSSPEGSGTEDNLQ
# CHT block = human CHT choline transport inhibition; B-score at 10 µM; actives 0.86% (n = 310,000); Q9GZV3; CHT-expressing cells, membrane potential dye, choline response; active compounds read low;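 active = B-score over 3 SD under the library average, and starting fluorescence ratio not unusually high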;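 note: choline stimulus applied at its EC90 after an EC20 pre-addition; B-score computed on integrated fluorescence ratio after choline addition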
# * hit, by the source's call; i = inactive. Not a hit list; overall some 1.5% were active at least once.
structure	CHT allo act	CHT block
Cc1ccc(C(=O)N2CCN(S(=O)(=O)c3ccccc3[N+](=O)[O-])CC2)o1	i	i
Cc1ccccc1-c1noc(CNC(=O)COc2ccccc2)n1	i	i
CCOC(=O)C1=C(C)N(CC(C)C)C(=O)/C1=C\c1cccs1	i	i
CS(=O)(=O)N1CCC(C(=O)Nc2cc(Cl)cc(Cl)c2)CC1	i	i
COc1cccc(OC)c1OCCCNC1CCCC1	i	i
CC(NC(=O)C(=O)N/N=C\c1ccc([N+](=O)[O-])cc1)c1ccccc1 (stereo not given)	i	i
C=CCn1c(=O)c2ccccc2n2c(SC(C)C(N)=O)nnc12 (stereo not given)	i	i
CS(=O)(=O)c1ccc(C(=O)OCc2nnc(-c3ccc(Cl)cc3)o2)cc1[N+](=O)[O-]	i	i
COC(=O)c1ccc(C(=O)OC)c(NC(=O)C(C)C)c1	i	i
NC(=O)c1oc2ccccc2c1NC(=O)CN1CCCCC1	i	i
Cc1nnc(-c2ccccc2)[nH]c1=O	i	i
Cc1[nH]n(C(C)(C)C)c(=O)c1Sc1ccccc1	i	i
Cn1cc(S(=O)(=O)Nc2ccc3c(c2)OCCO3)cn1	i	i
CCCCc1ccc(NC(=S)Nc2ccc(Nc3ccc(OC)cc3)cc2)cc1	i	i
CCOC(=O)C(C(=O)NCc1ccc(F)cc1)c1ncc(C(F)(F)F)cc1Cl (stereo not given)	i	i
COCCn1nnnc1C(c1ccc(OC)cc1OC)N1CCN(c2ccccc2F)CC1 (stereo not given)	i	i
CSC1=NC2(C)CCCCC2C12C=CC(=O)C=C2 (stereo not given)	i	i
CCOc1ccc(NC(=O)Nc2ccc3c(c2)CCC3)cc1	i	i
N#CCC(=O)Nc1ccc(C(=O)Nc2cccnc2)cc1	i	i
CCN(CCNC(=O)CN(C)S(=O)(=O)c1cccc2nsnc12)c1ccccc1	i	i
COc1ccc(N2CCN(C(=O)Cn3c(=O)[nH]c4ccccc4c3=O)CC2)cc1	i	i
Cc1ccc(S(=O)(=O)N2CCCC(C(=O)NCCc3ccc(S(N)(=O)=O)cc3)C2)cc1 (stereo not given)	i	i
O=C(NC(=S)Nc1ccc2c(c1)OCCO2)c1ccco1	i	i
CC(C(=O)N1CCOCCOCCOCC1)N1C(=O)c2ccccc2C1=O (stereo not given)	i	i
O=C(Nc1nn[nH]n1)C12CC3CC(CC(C3)C1)C2	i	i
Cc1ccc(C)c(NS(=O)(=O)c2cc(Br)cnc2N)c1	i	i
COc1ccc(NC(=O)NCCCN2CCCC2=O)c(OC)c1	i	i
O=C(NCCc1nnc2ccc(NCc3ccccc3Cl)nn12)c1ccccc1	i	i
NC(=O)NOCc1c(Cl)cccc1Cl	i	i
COc1ccc(NCc2nnc(SCC(=O)NNC(=O)c3ccc(C)cc3)n2C)cc1	i	i
CCOc1ccc2cc(C#N)c(SCC(=O)N3CCC(C)CC3)nc2c1	i	i
CN(C)S(=O)(=O)c1ccc2c(c1)C(=NNC(N)=O)c1cc(S(=O)(=O)N(C)C)ccc1-2	i	i
CCOC(=O)Cc1csc(NC(=O)c2cc(OC)cc(OC)c2)n1	i	i
COc1ccc(-c2nc(O)c3cnccn23)cc1	i	i
FC(F)(F)c1cc(-c2ccccc2)nc(-n2cc(Cl)cn2)n1	i	i
CCCC(=O)Nn1cnc2c(c1=O)C1(CCCC1)Cc1ccccc1-2	i	i
c1ccc(Nc2nc(-c3ccncc3)cs2)nc1	i	i
CCNC(=O)/C(=C/c1ccco1)NC(=O)/C=C/c1ccccc1	i	i
COc1cc(C(=O)OCC(C)=O)cc(NC(=O)c2ccco2)c1OC	i	i
Cc1nc2c3cc(Cl)ccc3n(CCN3CCCCC3)c2s1	i	i
COc1ccc(C(=O)Nc2ccccc2C(=O)NCc2ccco2)cc1OC	i	i
CCSc1ccccc1C(=O)Nc1cccc(OC)c1	i	i
CCN(CC)S(=O)(=O)c1ccc2[nH]c(=O)cc(C(=O)Nc3ccc(C)c(S(=O)(=O)N(CC)CC)c3)c2c1	i	i
Cc1noc(C)c1COc1cccc(C(=O)NC(C)(C)C)c1	i	i
COc1ccccc1N1CCN(C2CCCN(C(=O)CN3CCCC3=O)C2)CC1 (stereo not given)	i	i
CC(=O)c1c(C)[nH]c(C(=O)OCc2ccccc2)c1C	i	i
CCOC(=O)C(CC)Sc1nc2c(c(=O)[nH]c(=O)n2C)n1C/C=C(/C)Cl (stereo not given)	i	i
Brc1ccc(OCCOCCOc2cccc3cccnc23)cc1	i	i
O=C(Nc1ccc(Cl)c(Cl)c1)Nc1nccs1	i	i
CCC(=O)c1ccc(OCC(=O)NCC2(N3CCCCC3)CCCCC2)cc1	i	i
CCCCCCC1CC(CSc2ncn[nH]2)OC1=O (stereo not given)	i	i
CCn1c(C(=O)O)c(CC(=O)N(C)c2ccc(OC)cc2OC)c2ccccc21	i	i
CC(C)(C)NC(=O)NC(=O)COC(=O)C1=COCCO1	i	i
COc1ccccc1NC(=O)COc1cc(C)nc(C(C)C)n1	i	i
C=C(C)COc1ccc(-c2n[nH]c(C)c2Oc2ccccc2OC)c(O)c1	i	i
CNC(=S)N/N=C/c1cc(Br)c(OCc2ccncc2)c(OC)c1	i	i
CC(NC(=O)c1ccccc1)C(=O)N/N=C/c1cccc([N+](=O)[O-])c1 (stereo not given)	i	i
Cc1csc(NC(=O)c2ccccc2C(=O)O)n1	i	i
O=[N+]([O-])c1ccc(S(=O)(=O)CC(CN2CCOCC2)N2CCOCC2)cc1 (stereo not given)	i	i
Cc1c(-c2csc(N)n2)c2ccccc2n1C	i	i

# (continued)
structure	CHT allo act	CHT block
CCN(CC)CCOC(=O)c1cccc(Br)c1	i	i
Cc1cccn2c(CNCCCOc3cccnc3)c(C(=O)N3CCOCC3)nc12	i	i
COCCn1c(=NC(=O)c2ccco2)sc2cc(C(=O)OC)ccc21	i	i
O=S1(=O)N=C(N(CCO)/N=C/C=C/c2ccccc2)c2ccccc21	i	i
Clc1ccc(-c2noc(/C=C/c3ccccc3)n2)cc1	i	i
C=CCN1C(=O)C2C3C=CC(C2C1=O)C1C2C(=O)N(CC=C)C(=O)C2C31 (stereo not given)	i	i
c1ccc(C(Cc2nc(-c3ccncc3)no2)c2ccccc2)cc1	i	i
O=C(O)CC1(CC(=O)Nc2ccc3ccccc3c2)CCCCC1	i	i
COc1ccc(CCC(=O)OCC(=O)Nc2ccc3[nH]c(=O)[nH]c3c2)cc1	i	i
COc1ccccc1N(/N=C1\Sc2ccccc2C1=O)C(C)=O	i	i
O=C(NCc1ccccc1)NC1CCCCC1	i	i
COc1cccc(-n2c(SCC(=O)Nc3ccc4c(c3)CCC4)nc3ccccc3c2=O)c1	i	i
COc1ccc(N2C(=O)CSC23C(=O)Nc2ccccc23)cc1OC (stereo not given)	i	i
COC(=O)c1sc2nc(SCc3cccc(Cl)c3)n(N)c(=O)c2c1C	i	i
COc1ccc(CCNC(=O)CCn2c(=O)c3cccn3c3cccnc32)cc1OC	i	i
COc1ccc(C)cc1N(CC(=O)N1CCCC1)S(C)(=O)=O	i	i
CCCc1cc(=O)oc2cc(OCC(=O)NCCc3c[nH]c4ccccc34)ccc12	i	i
CCOC(=O)N1CCC(N(CCN(C)C)C(=S)Nc2cccc(Cl)c2)CC1	i	i
COC(=O)n1c(=O)oc2cc(S(=O)(=O)N3CCCCC3)ccc21	i	i
Cc1cc(C)c2oc(C(=O)Nc3ccc(S(=O)(=O)Nc4nccc(C)n4)cc3)cc(=O)c2c1	i	i

# Given field by field: four of the compounds above
canonical_smiles: COc1ccc(N2C(=O)CSC23C(=O)Nc2ccccc23)cc1OC (stereo not given)
  CHT allo act: i | CHT block: i
canonical_smiles: COC(=O)c1sc2nc(SCc3cccc(Cl)c3)n(N)c(=O)c2c1C
  CHT allo act: i | CHT block: i
canonical_smiles: COc1ccc(CCNC(=O)CCn2c(=O)c3cccn3c3cccnc32)cc1OC
  CHT allo act: i | CHT block: i
canonical_smiles: COc1ccc(C)cc1N(CC(=O)N1CCCC1)S(C)(=O)=O
  CHT allo act: i | CHT block: i

# (list continues)
# Each structure is followed by: CHT allo act	CHT block
> OC(COC(c1ccccc1)c1ccccc1)CN1CCN(c2ccccn2)CC1 (stereo not given)
→ i	i
> Cc1noc(C)c1CSCC(=O)Oc1ccc(N(C)S(=O)(=O)c2ccc(Cl)cc2)cc1
→ i	i
> COC(=O)c1cc(S(=O)(=O)N2CCN(c3cccc(C)c3C)CC2)c[nH]1
→ i	i
> CCOC(=O)CSCC(=O)N1CCC(Cc2ccccc2)CC1
→ i	i
> CCc1noc(C)c1C(=O)N1CCCC(N2CCN(c3cccc(Cl)c3)CC2)C1 (stereo not given)
→ i	i
> O=C(COc1ccc(S(=O)(=O)N2CCOCC2)cc1)Nc1ccccc1F
→ i	i
> COc1cccc2c(=O)cc(C)n(CC(=O)Nc3ccc(C)c(C)c3)c12
→ i	i
> O=C(Nc1ccccc1Cl)c1cc[n+](Cc2ccc([N+](=O)[O-])cc2)cc1
→ i	i
> S=c1nc(-c2ccccc2Cl)[nH][nH]1
→ i	i
> Cc1nn(-c2ccccc2)nc1CNC(=O)CC(C)(C)C
→ i	i
> COc1ccccc1CNS(=O)(=O)c1ccc2[nH]cc(C(=O)O)c(=O)c2c1
→ i	i
> CC(=O)C1=NOC2C(=O)N(c3ccc(Cl)cc3)C(=O)C12 (stereo not given)
→ i	i
> CC1CC2C3CCC4=CC(=O)C=CC4(C)[C@@]3(Cl)C(O)CC2(C)C1(O)C(=O)CO (stereo not given in full)
→ i	i
> O=C(/C=C/c1cccc([N+](=O)[O-])c1)OCC(=O)c1ccccc1
→ i	i
> OCC1(CCOc2ccccc2)CCN(C2Cc3ccccc3C2)CC1
→ i	i
> CC(NC(=O)C1CCCC1)c1ccc2c(c1)OCCO2 (stereo not given)
→ i	i
> COc1ccccc1NC(=O)CSc1nc(C)c2c(c1C#N)CCCC2
→ i	i
> Cn1ccc(C(=O)OCC(=O)c2ccccc2)n1
→ i	i
> COc1ccc(Cc2nnc(SCC(=O)Nc3nc(C)cs3)o2)cc1
→ i	i
> COc1cccc(CNCc2ccc(C(=O)O)cc2)c1OC
→ i	i
> COc1ccc(-c2cc(C(=O)Nc3ccc(C)cc3)no2)cc1
→ i	i
> Cc1cc(C)cc(NC(=O)N2CCCN(c3c(Cl)cncc3Cl)CC2)c1
→ i	i
> CCCCOc1ccc(-c2nnn(CC(=O)c3c[nH]c4ccccc34)n2)cc1
→ i	i
> CC1CN(C(=S)Nc2ccc(Br)cc2Cl)CC(C)O1 (stereo not given)
→ i	i
> Cc1cccc(OCCN2CSC(=S)N(C)C2)c1
→ i	i
> CCOCc1nnc(NC(=O)c2ccco2)s1
→ i	i
> C=C(CCC(=O)c1ccccc1)C(=O)c1ccccc1
→ i	i
> CCn1c(SCC(=O)N/N=C/C=C/c2ccco2)nc2ccccc21
→ i	i
> CC(Oc1cccc(NC(=O)c2cccs2)c1)C(=O)c1ccccc1 (stereo not given)
→ i	i
> O=C1c2ccccc2C(=O)N1CCC(c1ccccc1)c1ccco1 (stereo not given)
→ i	i
> CN(C)CCn1c(SCc2ccccc2C#N)nc2c(sc3ccccc32)c1=O
→ i	i
> CCCNC(=O)C1CCN(c2ccc(S(=O)(=O)N3CCOCC3)cc2Cl)CC1
→ i	i
> CCOc1c(Nc2ccc(C(C)C)cc2)c(=O)c1=O
→ i	i
> N#Cc1c(N)nc2c3c(sc(=N)c2c1N)NC(=O)CC3c1ccccc1Cl (stereo not given)
→ i	i
> O=C(CCNS(=O)(=O)c1ccc(OC(F)(F)F)cc1)N1CCN(S(=O)(=O)c2cccc(F)c2)CC1
→ i	i
> Cc1ccc(C(=O)Nc2sc3c(c2C(=O)O)CCCCC3)o1
→ i	i
> CCN(CC)S(=O)(=O)c1cccc(NC(=O)COC(=O)c2cccs2)c1
→ i	i
> Cc1ccc(CNS(=O)(=O)NCc2ccccc2)cc1
→ i	i
> O=S(=O)(Nc1ccc(N2CCCCC2)cc1)c1cccs1
→ i	i
> Cc1ccccc1Cn1c2ccccc2c2cnn(CC(=O)NCCCN3CCOCC3)c(=O)c21
→ i	i

# 4 entries picked at random from the list so far, as already listed:
# Each structure is followed by: CHT allo act	CHT block
> N#Cc1c(N)nc2c3c(sc(=N)c2c1N)NC(=O)CC3c1ccccc1Cl (stereo not given)
→ i	i
> CCN(CC)S(=O)(=O)c1cccc(NC(=O)COC(=O)c2cccs2)c1
→ i	i
> Cc1ccccc1Cn1c2ccccc2c2cnn(CC(=O)NCCCN3CCOCC3)c(=O)c21
→ i	i
> CN(C)CCn1c(SCc2ccccc2C#N)nc2c(sc3ccccc32)c1=O
→ i	i

# The listing continues:
# Each structure is followed by: CHT allo act	CHT block
> COc1ccc(Cc2c(O)nc[nH]c2=O)cc1
→ i	i
> Cc1cccc(N2CCN(c3ccc(NC(=O)/C=C(/C(=O)O)c4ccccc4)cc3)CC2)c1
→ i	i
> O=C(Cn1nnc(-c2ccccc2F)n1)Nc1ccc2c(c1)OCCO2
→ i	i
> COC(=O)c1ccccc1OCCCOc1ccc(C)cc1OC
→ i	i
> Cn1cccc1-c1cc(C(=O)N/N=C/c2ccc(Cl)cc2)[nH]n1
→ i	i
> Cc1nc(-n2ncc(C#N)c2N)c2c3c(sc2n1)CCC3
→ i	i
> COc1cc(CCCN2C(=O)C(=O)NC[C@H]2Cc2cccc3ccccc23)cc(OC)c1OC
→ i	-5.1*
> Cc1cccc(N2CCN(S(=O)(=O)c3c(C)nc4scc(C)n4c3=O)CC2C)c1 (stereo not given)
→ i	i
> CCOc1ccccc1NC(=O)CSc1nnc(NC(=O)c2ccco2)s1
→ i	i
> COc1ccc(-c2[nH]ncc2CN(C)CC2CCCCO2)cc1F (stereo not given)
→ i	i
> CCc1nc(SCC(=O)O)c(C#N)cc1C
→ i	i
> CCN(CC)S(=O)(=O)c1cc([N+](=O)[O-])ccc1N=Nc1c(O)[nH]c2ccccc12
→ i	i
> Cc1cc(C)c2cc(C#N)c(N3CCCN(C(=S)NCCCN(C)C)CC3)nc2c1
→ i	i
> Cc1ccc(-n2nnnc2SCC(=O)Nc2sccc2C#N)cc1
→ i	i
